Screens: PubChem, several laboratories
TRPC4 inh – TRPC4 (mouse) channel inhibition. B-score at 10 µM. 300,000 tested, 0.39% active. HEK293 TRPC4beta/mu-opioid, DAMGO-evoked Fluo4 calcium flux; hits give low values;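 active = B-score over 3 SD under the library average, no early fluorescence shift, positive overall ratio signal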
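System: stable TRPC4beta/mu-opioid receptor HEK293 cells; Dosing: single-point compound dosing; Measured by: Fluo4 Ca2+ flux fluorescence; Read-out basis: per-well B score of integrated baseline-normalized Fluo4 ratio.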
IEC-6 cytotox – IEC-6 cytotoxicity, counter-screen for KLF5 inhibitors; inhibition, % at 5 µM; luminescence viability; 290,000 tested, 0.78% active; in the data active = inhibition above about 22%;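 also: 0% = plate median of test compound wells and 100% = cytotoxic reference compound wells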
TRPC4 act – TRPC4 (mouse) channel activation; Q9QUQ5; HEK293 TRPC4beta/mu-opioid, Fluo4 calcium fluorescence; hits give high values; B-score at 10 µM; 310,000 tested, 0.49% active;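 active = B-score above 5 SD of library B-scores, and initial fluorescence ratio not above library mean plus 5 SD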;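 also: positive B-score marks a calcium rise read as TRPC4 activation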
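Material: HEK293 stable line with TRPC4beta plus mu-opioid receptor; technique: Fluo4 calcium-sensitive dye fluorescence, kinetic, 1 Hz baseline; timing: Fluo4 dye loading 45 min at room temperature, 110 s recording; controls: assay buffer as low control, maximal DAMGO as high control; read-out: integrated baseline-normalised fluorescence ratio, converted to per-well B score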
TRPC6 inh – inhibitors of mouse TRPC6 channel. HEK293-TRPC6, membrane potential dye, ACh-evoked depolarization; hits give low values. B-score at 10 µM. 310,000 tested, 1.1% active;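 active = B-score under library mean minus 3 SD, initial fluorescence not abnormally high, positive integrated signal ratio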;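 also: B-score derived from integrated fluorescence ratio over the kinetic read; more negative B-score means stronger inhibition of depolarization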
Target sequence (Q61143 whole entry, looked up): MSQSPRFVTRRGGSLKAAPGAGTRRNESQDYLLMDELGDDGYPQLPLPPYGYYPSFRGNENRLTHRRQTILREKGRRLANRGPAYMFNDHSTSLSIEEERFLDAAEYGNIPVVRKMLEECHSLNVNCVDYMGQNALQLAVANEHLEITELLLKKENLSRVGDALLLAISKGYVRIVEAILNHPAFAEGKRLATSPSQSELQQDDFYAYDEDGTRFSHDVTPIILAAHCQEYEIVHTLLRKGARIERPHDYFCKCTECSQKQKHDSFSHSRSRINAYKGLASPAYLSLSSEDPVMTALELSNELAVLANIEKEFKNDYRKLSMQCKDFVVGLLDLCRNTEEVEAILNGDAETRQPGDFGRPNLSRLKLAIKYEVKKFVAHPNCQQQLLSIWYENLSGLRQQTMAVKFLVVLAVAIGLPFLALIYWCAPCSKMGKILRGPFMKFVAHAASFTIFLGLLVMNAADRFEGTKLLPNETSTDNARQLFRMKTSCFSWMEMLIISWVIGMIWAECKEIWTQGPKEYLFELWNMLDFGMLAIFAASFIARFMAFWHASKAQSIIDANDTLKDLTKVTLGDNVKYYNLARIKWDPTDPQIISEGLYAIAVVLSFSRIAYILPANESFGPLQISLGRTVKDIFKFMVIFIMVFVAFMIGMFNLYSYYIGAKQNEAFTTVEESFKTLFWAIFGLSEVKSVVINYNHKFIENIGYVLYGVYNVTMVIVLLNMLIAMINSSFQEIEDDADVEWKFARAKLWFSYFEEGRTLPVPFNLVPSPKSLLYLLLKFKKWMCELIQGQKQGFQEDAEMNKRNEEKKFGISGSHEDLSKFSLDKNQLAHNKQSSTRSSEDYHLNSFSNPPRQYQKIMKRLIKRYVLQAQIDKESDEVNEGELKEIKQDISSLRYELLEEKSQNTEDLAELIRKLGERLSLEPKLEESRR
HIF act – HIF pathway transcriptional activation; U2OS HRE-luciferase reporter, luminescence; normalized: DMSO 0%, desferrioxamine 100%; activation, % at 7.5 µM (by protocol); 300,000 tested, 0.32% active;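 active = mean activation of at least 10% of the iron chelator positive control signal, with at least half of replicates also reaching 10%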
aSyn UTR inh – 5' untranslated region of α-synuclein, MLPCN primary screen. alpha-synuclein 5'UTR reporter, inhibitor activity. inhibition, % (tested at 7.5 µM). 300,000 tested, 0.82% active. AID 1813; in the data active = inhibition above about 60%;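 also: H4 neuroglioblastoma cells stably carrying SNCA 5'UTR luciferase fusion; 0% = DMSO wells and 100% = positive control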
KLF5 inhibitor – inhibitors of KLF5 expression; DLD-1 KLF5 promoter-luciferase reporter, luminescence; inhibition, % at 5 µM; 290,000 tested, 0.23% active; AID 1700;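 active = inhibition above a per-plate limit of that plate's mean compound inhibition plus 3 SD, cut at about 60% in these data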;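 also: 0% = DMSO wells and 100% = LY294002 at 200 µM; higher means less KLF5 promoter-driven luciferase light; inactives centre near -14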
TRPC4 PAM – allosteric potentiators of mouse TRPC4 channel; Q9QUQ5; 310,000 tested, 0.42% active; B-score at 10 µM; HEK293 TRPC4beta/mu-opioid, DAMGO EC20, Fluo-4 Ca2+ flux; hits give high values;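 active = B-score of calcium response area above 5 SD of library B-scores, with initial fluorescence ratio within 5 SD of library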;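 also: B-score of integrated fluorescence ratio over time as area under calcium response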
MrgX1 antag – human MrgX1 receptor antagonism, primary screen; AID 588676; B-score at 10 µM; Q96LB2; 310,000 tested, 1.3% active; MRGX1-HEK293 calcium flux, Fluo-4, BAM8-22 antagonism; hits give low values;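 active = calcium-response B-score plate-corrected more than 3 library SD below zero, starting fluorescence within 5 deviations, no agonist response on first addition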;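 also: peak minus trough fluorescence over baseline after final BAM8-22 challenge near maximal dose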
TRPC6 activator – activators of mouse TRPC6 channel | Q61143 | HEK293-TRPC6 membrane potential dye fluorescence; hits give high values | B-score at 10 µM | 310,000 tested, 0.13% active | AID 2550;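 active = B-score of the integrated fluorescence ratio above library mean plus 3 SD, and starting fluorescence ratio within library mean plus 5 SD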;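 also: higher score means more depolarization so channel activation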
SKKanGAS inh – blocks kanamycin growth of S. pyogenes SKKanGAS strain | BacTiter-Glo, 6 h | inhibition, % at 7.5 µM | 300,000 tested, 1.3% active;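 active = mean replicate score, as percent of positive control median, at least 50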;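 also: strain carries kanamycin resistance gene driven by streptokinase promoter and grows in 40 µg/ml kanamycin; loss of luminescence reflects streptokinase promoter inhibition or plain growth inhibition; 0% = median of DMSO wells and 100% = positive control at its reference dose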
Active calls of the source: *; i = inactive; . = no result given.

Every second line gives: TRPC4 inh | IEC-6 cytotox | TRPC4 act | TRPC6 inh | HIF act | aSyn UTR inh | KLF5 inhibitor | TRPC4 PAM | MrgX1 antag | TRPC6 activator | SKKanGAS inh
Cn1cc(CCCC(=O)NCc2ccc(F)cc2)c2ccccc21
 : i | 5 | i | i | -0.7 | 3 | -15 | i | i | i | 1
CCOc1ccc(NC(=S)NC(C)C(c2ccccc2)N2CCN(C)CC2)cc1 (stereo not drawn)
 : i | -4 | i | i | -0.7 | 17 | -19 | i | i | i | 0
O=C(NCCNC(=O)c1cccnc1)c1ccc(Br)cc1
 : i | 2 | i | i | 0.6 | -6 | 4 | i | i | i | -1
O=C(NCCCN1CCOCC1)c1ccc(Cl)c(S(=O)(=O)N2CCCCCC2)c1
 : i | -2 | i | i | -0.3 | 4 | -28 | i | i | i | 0
COc1ccccc1N(CC(O)COc1ccc(C)cc1)S(=O)(=O)c1ccccc1 (stereo not drawn)
 : i | 0 | i | i | -0.4 | 20 | -10 | i | i | i | -23
O=C1CC(C(=O)Nc2ccccc2)N=C(N2CCCCC2)N1 (stereo not drawn)
 : i | 0 | i | i | -0.3 | 12 | -28 | i | i | i | -2
CC(=O)Nc1ccc(Sc2ccccc2C(=O)N2CCCC2)cn1
 : i | -2 | i | i | 0.0 | 9 | -9 | i | i | i | -11
CCOC(=O)c1sc(NC(=O)c2ccc(Br)o2)cc1C
 : i | 10 | i | i | 2.6 | -236 | -139 | i | i | i | -13
CC1(C)CC2(CC(C)(C)NC(=O)N2)NC(=O)N1
 : i | 3 | i | i | -0.1 | 7 | -2 | i | i | i | -3
O=C(COc1ccc(Cl)cc1)Nc1nnc(-c2ccco2)o1
 : i | -5 | i | i | -1.3 | 13 | -14 | i | i | i | -3
NC(=O)c1cc(S(=O)(=O)NCc2cccs2)cs1
 : i | 4 | i | i | -0.3 | -9 | -3 | i | i | i | -4
Cc1[nH]c2c(C(=O)N3CCCC(CCC(=O)NCc4ccccc4F)C3)cccc2c1C (stereo not drawn)
 : i | 7 | i | i | 0.6 | -32 | -15 | i | i | i | -2
O=C(c1cccnc1)N1CCCC(Nc2ccc(F)cc2)C1 (stereo not drawn)
 : i | 6 | i | i | -0.3 | -5 | 6 | i | i | i | -1
COc1ccc(NC(=O)C2CCN(S(=O)(=O)c3ccc4c(c3)CC(C)N4C(C)=O)CC2)cc1OC (stereo not drawn)
 : i | 3 | i | i | 678* | -9 | -19 | i | i | i | 1
O=C(NCc1cccs1)C1CCCN(S(=O)(=O)c2cccs2)C1 (stereo not drawn)
 : i | 9 | i | i | -0.5 | 3 | -1 | i | i | i | 1
CSc1nc(-c2ccccc2)c(C#N)c(=O)[nH]1
 : i | -4 | i | i | 0.2 | -4 | -1 | i | i | i | 8
Cc1ccc(S(=O)(=O)n2c3ccc(Cl)cc3c3nc(C)sc32)cc1
 : i | 3 | i | i | -0.1 | 27 | 1 | i | . | i | 26
CC1(c2ccc([N+](=O)[O-])cc2)Nc2ccccc2S1 (stereo not drawn)
 : i | 1 | i | i | 2.5 | -83 | -23 | i | i | i | 8
Cc1nnc(NC(=O)CSc2n[nH]c(-c3ccccc3)n2)s1
 : i | -6 | i | i | -0.5 | -7 | -6 | i | i | i | -1
CCN(CC)c1ccc(N2C(=O)/C(=C/c3cccnc3)SC2=S)cc1
 : i | -3 | i | i | 0.0 | -7 | -9 | i | i | i | 10
CCOC(=O)c1nc(Nc2ccc(N3CCC(C)CC3)cc2)c2ccccc2n1
 : i | 1 | i | i | 0.2 | -15 | -15 | i | i | i | 17
O=C(Nc1ccc(Cl)c(Cl)c1)Oc1ccc(NC(=O)c2ccco2)cc1
 : i | 0 | i | i | 0.3 | -15 | -51 | i | i | i | 72*
COCCCNC(=O)C1CCC(=O)N(c2ccc3c(c2)OCO3)C1c1ccc(OC)cc1 (stereo not drawn)
 : i | -4 | i | i | 1.1 | 21 | 5 | i | i | i | -1
CC1=CC(C)(C)Nc2ccc(OS(=O)(=O)c3ccc(C)cc3)cc21
 : i | -4 | i | i | 0.0 | -4 | -27 | i | i | i | 4
COCCn1c(SCc2nc3ccccc3c(=O)[nH]2)nc2ccccc2c1=O
 : i | -1 | i | i | -0.8 | 39 | 1 | i | i | i | 1
O=C(O)CCCCCn1c(SCC(=O)N2CCCC2)nc2ccsc2c1=O
 : . | 0 | i | i | 0.2 | 10 | 55 | i | i | i | -2
CCCC(c1nnnn1CCC(C)C)N1CCC(C(N)=O)CC1 (stereo not drawn)
 : i | 2 | i | i | -0.7 | 5 | -26 | i | i | i | -4
Cc1ccc(C2Oc3ccccc3C3=C2C(c2cccs2)n2ncnc2N3)cc1 (stereo not drawn)
 : i | -8 | i | i | 1.6 | 46 | -13 | i | i | i | 100*
COC(=O)c1ccc(C)c(NS(=O)(=O)c2ccc(OC)cc2)c1
 : i | 87* | i | i | 0.2 | 82* | 53 | i | i | i | 5
Cn1ccc(NC(=O)Nc2cccc(C(F)(F)F)c2)n1
 : i | 0 | i | i | 0.6 | -14 | -34 | i | i | i | -1
CSC1=NNC(c2ccc(C(C)(C)C)cc2)=NN1
 : i | 2 | i | i | 3.3 | -106 | -93 | i | i | i | 4
C#CCOCCOCCOCCNc1nc(N2CCN(C(=O)[C@H](CCCCN)n3cc([C@@H](N)CO)nn3)CC2)nc(N2CCN(C(=O)[C@H](Cc3cc4ccccc4[nH]3)n3cc([C@@H](N)CC(C)C)nn3)CC2)n1
 : i | -3 | i | i | -2.0 | -10 | -15 | i | i | i | 3
Cc1cc(C(=O)NC(C)CCC(C)C)c2ccccc2n1 (stereo not drawn)
 : i | 0 | i | i | 0.0 | -26 | 4 | i | i | i | 2
CN(C)N=Nc1ccc(S(=O)(=O)N2CCSC2C(=O)O)cc1 (stereo not drawn)
 : i | -2 | i | i | -0.4 | 17 | -8 | i | i | i | -4
CCN(C(=O)COC(=O)c1cccs1)c1c(N)n(Cc2ccccc2)c(=O)[nH]c1=O
 : i | . | i | i | 0.0 | 4 | . | i | i | i | -6
CCOC(=O)C1(Cc2cccc(F)c2)CCN(CC2CC2)CC1
 : i | 1 | i | i | -0.9 | -14 | -9 | i | i | i | 11
C/C(CC(=O)Nc1ccccn1)=N\NC(=O)c1cccc(C)c1
 : i | -4 | i | i | 3.0 | -21 | -34 | i | i | i | 0
Cc1ccc(C(=O)c2oc3ccc(Cl)cc3c2NC(=O)CN2CCN(C)CC2)cc1
 : i | -6 | i | i | 1.6 | -108 | -37 | i | i | i | 16
CCOc1cc(C2C(C(=O)c3ccccc3)=C(C(=O)OC)Nc3nnnn32)ccc1O (stereo not drawn)
 : i | -7 | i | i | 0.3 | 3 | -12 | i | i | i | 0
CCc1ccc(NC(=S)N2CCN(C)CC2)cc1
 : i | -3 | i | i | 1.7 | -54 | -80 | i | i | i | -6
CC(=O)Nc1c2c(nn1-c1ccc(C)cc1)CS(=O)(=O)C2
 : i | 2 | i | i | 0.7 | -4 | 3 | i | i | i | 0
Cc1nc(Nc2ccc3c(c2)OCCO3)c2c(C)c(C)sc2n1
 : i | 1 | i | i | 1.5 | -72 | -8 | i | i | i | 21
COCCn1c(COc2cccc(OC)c2)nnc1SCC(=O)NC1CCCCC1
 : i | 1 | i | i | 0.0 | 13 | -34 | i | i | i | 10
COc1ccccc1C(=O)Nc1ccc(S(=O)(=O)Nc2onc(C)c2C)cc1
 : i | -1 | i | i | -0.6 | 7 | 4 | i | i | i | 13
COC(=O)Cc1ccc(NC(=O)c2cccs2)cc1
 : i | -2 | i | i | 5.3 | -159 | -108 | i | i | i | 13
COc1ccc(CC(=O)NC(=S)Nc2cccc(CO)c2)cc1
 : i | . | i | i | 0.9 | -4 | . | i | i | i | 3
COC(=O)c1ccc(S(=O)(=O)N2CCN(CCO)CC2)n1C
 : i | -5 | i | i | 0.0 | 8 | -7 | i | i | i | -2
COc1cc(-c2nc3ccc(C)cn3c2Nc2ccc3c(c2)OCCO3)ccc1O
 : i | -3 | i | -8.4* | 0.5 | -13 | -2 | i | i | i | -8
OCC1CCCN(Cc2cn(Cc3ccccc3)nc2-c2cc3ccccc3o2)C1 (stereo not drawn)
 : i | 0 | i | i | -0.8 | -23 | -23 | i | i | i | 16
O=c1[nH]c(CN2CCN(c3ccccc3)CC2)nc2ccccc12
 : i | 3 | i | i | -0.1 | 0 | -32 | i | i | i | -1
CCOC(=O)C1=C(C)C2C3C(=O)N(c4cc(C)ccc4C)C(=O)C3C1(C)C1C(=O)N(c3cc(C)ccc3C)C(=O)C21 (stereo not drawn)
 : i | 2 | i | i | 0.4 | -28 | -48 | i | i | i | -5
CCOC(=O)N1CCN(C(=S)Nc2cccc(C)c2C)CC1
 : i | -2 | i | i | -0.1 | 22 | -12 | i | i | i | -3
CC1(C)Cc2c(c(-c3ccccc3)nc3sc4c(=O)[nH]c(=S)[nH]c4c23)CO1
 : i | -2 | i | i | -0.1 | 8 | -27 | i | i | i | -3
CCOc1ccc(-c2csc(NC(=O)c3cccc(N4C(=O)CCC4=O)c3)n2)cc1
 : i | 7 | i | i | 0.1 | -39 | -10 | i | i | i | -4
CCOC(=O)c1cc(NC(=O)CSc2nnc(CN3CCOCC3)n2C)ccc1Cl
 : i | 1 | i | i | 0.5 | -11 | -7 | i | i | i | 1
COCCn1cnc2c1c(=O)n(CC(=O)NN)c(=O)n2Cc1ccccc1
 : i | -2 | i | i | -1.2 | 3 | -19 | i | i | i | 10
CC(C)(C)n1cnnc1Sc1ncccc1[N+](=O)[O-]
 : i | -4 | i | i | -0.3 | -10 | -27 | i | i | i | -3
O=C(Cn1c(=O)oc2cc(S(=O)(=O)N3CCCC3)ccc21)N1CCN(C2CCCCC2)CC1
 : i | -4 | i | i | -0.5 | -14 | -33 | i | i | i | 7
COc1ccc(Cc2nc3ccc(C(=O)N4CCOCC4)cc3o2)cc1
 : i | 2 | i | i | 4.0 | -125 | -146 | i | i | i | -12
C=CCNC(=O)c1ccc(CN2CCC(Cc3ccccc3)CC2)cc1
 : i | -4 | i | i | 0.8 | -7 | -37 | i | i | i | 2
O=C(C1=C(O)C(=O)N(Cc2ccccc2)C1c1ccco1)c1ccco1 (stereo not drawn)
 : i | 4 | i | i | 0.1 | 9 | -16 | i | i | i | 3
COc1ccccc1N1CCN(C(=O)Cn2nc(C(F)(F)F)c3c2CCC3)CC1
 : i | -2 | i | i | -0.3 | 31 | 8 | i | i | i | -10

Rows were taken by chance; 5.8% or so of the library scored in one or more.
